S1P3 ag – human S1P3 receptor agonists, primary screen, cell-based, primary and confirmation, NFAT-BLA reporter; S1P3 NFAT-BLA reporter cells, agonism, FRET ratio; relative to 1 µM S1P, basal subtracted; activation, % at 4.5 µM; Sphingosine 1-phosphate receptor 3 (Homo sapiens), Q99500; actives 0.1% (n = 60,000);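 active = activation above the screen-wide mean plus 3 SD, cut at about 4.5% in these data, passing the limit was not always enough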; note: some compounds called inactive have numbers as strong as hits
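Benchmarks: high control 1 µM S1P / System: stable CHO line with human S1P3, Gα16, NFAT-BLA reporter / Dosing: single compound concentration, 4.5 µM final / Timing: 4 h compound at 37 °C, 2 h substrate at RT / Measured by: FRET β-lactamase substrate fluorescence, excitation 405 nm, 460/535 nm emission ratio, background-subtracted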
S1P1 ag pot – S1P1 agonists and agonism potentiators, primary screen, cell-based, primary and confirmation screens, CRE-bla reporter. Sphingosine 1-phosphate receptor 1 (Homo sapiens), P21453. S1P1 CRE-bla cells, forskolin, beta-lactamase FRET, potentiator mode; S1P1 agonist co-added at EC20, 2 nM; 100% = saturating reference agonist, 0% = basal. activation, % at 9.5 µM. actives 0.57% (n = 56,000);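 active = activation above a cutoff set at the mean activation of all tested compounds plus 3 SD, cut at about 54% in these data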;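 note: forskolin at 4 µM as EC80 and the EC20 agonist is SEW2871; 100% = SEW2871 at its EC100 plus forskolin at EC80; some compounds past the cut are filed as inactive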
HEK293 NFkB inh – inhibitors of PMA/ionomycin-induced NF-kB reporter, primary screen, antigen receptor NF-kB inhibitor project, cell-based, HEK-293 luciferase reporter, luminescence; inhibition, % at 3 µM; HEK-293 NF-kB luciferase reporter; actives 0.21% (n = 62,000);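 active = inhibition above the mean of all tested compounds plus 3 SD, cut at about 40% in these data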;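 note: 0% = stimulated DMSO wells and 100% = 10 µM reference inhibitor 5653914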
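Material: HEK-293 cells with stable firefly luciferase reporter driven by four HIV NF-kB elements / Also added: PMA plus ionomycin mix as NF-kB-activating stimulus / Compound dosing: 3 µM once, 0.30% DMSO / Times: 1 h pretreatment, 16 h stimulation, 37 °C / Signal: luminescence / Evaluation: per-plate % inhibition versus controls / Benchmarks: DMSO and 10 µM reference inhibitor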
5HT1E antag – 5-HT1E receptor antagonists, primary screen, cell-based, HTS. actives 0.99% (n = 65,000). inhibition, % at 6 µM. CHO 5-HT1E Ga15 NFAT-bla reporter, FRET, antagonist. 5-hydroxytryptamine receptor 1E (Homo sapiens), P28566;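 active = inhibition above a set limit, the mean inhibition across every tested compound plus 3 SD, cut at about 29% in these data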;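 note: signal is the 460 over 535 nm emission ratio of beta-lactamase substrate; 0% = agonist plus DMSO wells and 100% = wells without agonist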
M1 antag – antagonists of rat M1 muscarinic receptor; Muscarinic acetylcholine receptor M1 (Rattus norvegicus), P08482; AID 628, 2007; CHO-M1 cells, Fluo-4 calcium, ACh EC80 antagonist mode; active compounds read low; actives 3.4% (n = 64,000); B-score at 10 µM;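 active = calcium fluorescence response, raw or row-and-column corrected B-score, differing from the plate sample mean either way at a set confidence level, mostly lower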
M1 ag – M1 muscarinic receptor agonists, primary screen, CHO-M1 cells, Fluo-4 calcium, agonist mode; Fluo-4 calcium fluorescence; active compounds read high; B-score at 10 µM; actives 3% (n = 64,000);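 active = fluorescence rise, raw or as B-score row- and column-corrected plate score, outside the 99.7% band of its plate's samples, either direction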
HER2 expr 66K – inhibitors of Her2 protein expression, primary screen, SKBR-3 cells, AlphaScreen, 66K library. Receptor tyrosine-protein kinase erbB-2 (Homo sapiens), P04626. SKBR-3 HER2 protein level, 18-24 h; active compounds read low. HER2 level % of control, % at 10 µM. actives 0.69% (n = 65,000);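 active = HER2 level under 5% of the carrier-only control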;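 note: 100% = DMSO carrier and 0% = 500 nM PU-H71 HSP90 inhibitor; lower value means stronger loss of Her2 protein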
5HT1E ag – 5-HT1E receptor agonists, primary screen, cell-based, HTS; 5-hydroxytryptamine receptor 1E (Homo sapiens), P28566; CHO 5-HT1E Ga15 NFAT-bla reporter, FRET; 0% DMSO wells, 100% control agonist wells; activation, % at 6 µM; actives 0.69% (n = 65,000);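 active = activation above a set limit, the screen-wide mean activation plus 3 SD, cut at about 8.5% in these data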;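 note: 100% = positive control agonist at 1 µM giving full maximal response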
Jurkat tox 60K – cytotoxicity toward Jurkat T cells, primary screen, cytotoxicity control, cell-based, Jurkat E6.1, 60K MLSMR library; Jurkat E6.1 viability, ATP luminescence, 48 h; inhibition, % at 4 µM; actives 1.2% (n = 56,000);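 active = inhibition above the mean inhibition of all tested compounds plus 3 SD, cut at about 28% in these data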
Starred values were filed as active, the others as inactive; · = not tested or not shown.

SMILES	S1P3 ag	S1P1 ag pot	HEK293 NFkB inh	5HT1E antag	M1 antag	M1 ag	HER2 expr 66K	5HT1E ag	Jurkat tox 60K
COc1ccccc1Nc1nnc(SCC(=O)N2CCCC2=O)s1	-0.7	-11	8	1	0.00055	-0.11	97	0.0	1
O=C(Nc1ccccc1Cl)NC1(C(=O)NCCCN2CCOCC2)CCCCC1	-0.1	-15	0	0	0.54	-0.33	93	0.6	-8
CC1CCCCC12NC(=O)N(CC(=O)c1ccc[nH]1)C2=O (centres undefined)	0.0	7	7	-4	-0.14	0.099	84	0.4	-6
CCOc1ccc(C(=O)NCc2ccccn2)cc1	-1.7	-5	-2	-11	0.48	0.083	112	0.3	-2
O=C(Nc1cccc(C(F)(F)F)c1)c1cc(S(=O)(=O)N2CCCCC2)ccc1N1CCOCC1	·	·	6	-6	0.054	-0.074	66	-0.8	·
COC(=O)c1ccc(CSCC(=O)Nc2cc(OC)cc(OC)c2)o1	-0.4	-14	2	3	-2.6	-0.2	101	0.6	8
Cc1nc2ccc(S(=O)(=O)NC(C(=O)NCc3ccco3)C(C)C)cc2s1 (centres undefined)	-0.5	-6	16	7	0.013	0.24	90	-1.4	-3
O=C1NC(=O)C(CC(=O)N(c2ccccc2)C2(C(=O)NC3CCCC3)CCCCC2)N1 (centres undefined)	·	·	-3	2	-0.79	0.24	65	-0.9	·
O=C(CCn1c(=O)c2ccccc2n(CC(=O)NCCC2=CCCCC2)c1=O)NCc1ccco1	-0.9	-7	12	-6	-2	0.43	80	0.3	-1
N#CCSc1nc2c(sc(=S)n2Cc2ccco2)c(=O)n1-c1ccc(F)cc1	·	·	33	19	0.41	1	80	-1.8	·
CSc1nnc(-c2ccccc2)o1	-0.8	-31	2	1	1.3	0.69	97	-0.6	-10
C=CCN1C(=O)C(O)(CC(=O)c2c(C)n[nH]c2C)c2cc(Br)ccc21 (centres undefined)	-0.4	1	12	7	-0.27	0.51	101	0.6	3
COc1ccc(S(=O)(=O)N2CCC(C(=O)NCCC3=CCCCC3)CC2)cc1OC	-1.0	·	18	-1	-0.47	0.22	104	-0.2	0
CCC(=O)Nc1ccc(C(=O)Nc2cccnc2)cc1	0.1	-13	7	-3	0.56	0.064	101	0.0	-7
CCCn1nnc(NC(=O)COc2ccc(Cl)cc2)n1	·	·	17	-8	0.48	0	106	-0.2	·
Cc1cccc(N(CC(=O)NCc2ccc3c(c2)OCO3)C(=O)CCC(=O)Nc2ccccn2)c1C	-0.5	-32	6	4	0.21	1.6	129	-1.3	3
[O-][N+]12CCN(CC1)c1ccccc12	-1.2	8	8	-6	0.027	-0.7	80	1.0	-6
COc1ccc(C2CC(O)(C(C)(C)O)NO2)cc1 (centres undefined)	0.3	3	-7	2	0.14	0.091	112	-1.3	-9
NC(=O)C1(N2CCCCC2)CCN(C(=O)CSc2nc3ccccc3s2)CC1	-0.2	-7	10	3	0.086	-1.2	90	0.4	1
O=C(NCc1ccccc1)c1n[nH]nc1-c1ccccc1O	-0.5	12	5	0	0.79	-0.28	94	1.2	12
Cc1oc(-c2ccccc2F)nc1CN1CCC(C(=O)NCc2cccnc2)CC1	0.0	12	14	-4	-0.49	-0.63	99	0.3	3
Cc1nnc(NC(=O)C2CCCN(c3ncccn3)C2)s1 (centres undefined)	-0.9	-7	11	5	-2	-0.63	66	-0.9	-4
CCOC(=O)CSc1nnc(-c2ccoc2C)n1-c1ccc(OCC)cc1	-1.1	-13	17	-9	0.71	0.64	97	0.1	-1
O=C(Nc1nnc(CC(=O)N2CCCC2)s1)c1cnccn1	·	·	5	1	·	·	136	-0.6	·
Cc1sc2nc(CN3CCOCC3)nc(N3CCC(C(N)=O)CC3)c2c1C	-0.2	7	12	-5	0.19	-0.45	98	0.0	3

Next section.
SMILES	S1P3 ag	S1P1 ag pot	HEK293 NFkB inh	5HT1E antag	M1 antag	M1 ag	HER2 expr 66K	5HT1E ag	Jurkat tox 60K
Cc1ccc(-c2nnc(N3CCN(C(=O)CN4CCOCC4)CC3)c3ccccc23)cc1	-1.1	4	10	9	-0.94	-0.48	101	-0.1	7
Cc1ccc(Cn2c(SCCN3CCCCC3)nc3c2c(=O)[nH]c(=O)n3C)cc1	-0.4	9	14	-4	-1.9*	0.015	63	-0.1	-1
N#CCCCSc1ncccc1-c1nc2ccccc2[nH]1	0.0	2	35	10	0.72	-0.68	93	-1.5	3
Cc1noc(C)c1CSc1nnc(-c2c[nH]c3ccccc23)n1-c1ccc(Cl)cc1	0.5	-9	24	-8	0.11	0.27	80	0.7	-6
CCOC(=O)c1ccc(NC(=O)CSc2nnc(C)n2-c2ccccc2)cc1	-1.4	-6	6	9	0.017	0.46	153	1.5	2
CCOC(=O)N1CCC(NC(=O)C2CCCN(S(=O)(=O)c3cccnc3)C2)CC1 (centres undefined)	-0.4	2	12	8	0.22	-1.4	85	0.5	-3
COc1ccc(Nc2ncnc3c2cnn3-c2cccc(C)c2)cc1OC	0.9	-1	4	2	0.26	-0.33	62	0.3	-9
CCCC(=O)N1CC2(C)CN(C(=O)CCC)CC(CCC)(C1)C2=O	·	·	3	6	-0.75	0.054	119	-1.8	·
CCN(CC)CCCNC(=O)C1CCN(C(=O)c2cc3sccc3n2Cc2ccc(F)cc2)CC1	0.4	-10	12	-11	-0.67	-0.0044	56	-0.2	8
CC(C)Cc1cc(C(=O)Nc2sc3c(c2C#N)CCCC3)no1	1.0	55	7	-16	-0.26	-1.1	82	0.3	0
COc1ccc(CCCC(=O)O)c(C)c1	-0.3	·	10	-4	·	·	90	0.6	-3
COc1ccc(C2CC(c3ccc(Br)cc3)Nc3nc(N)nn32)cc1 (centres undefined)	-0.7	-20	-2	-10	0.88	-1.8	93	1.2	-1
O=C(NCc1ccco1)c1noc2c1CCCCC2	0.6	-5	-6	0	0.026	-1.4	94	0.6	-4
CC1(C)CSC(=S)N1S(=O)(=O)c1ccccc1	1.1	-6	6	0	0.84	-1	130	-0.3	-5
CC1CCCCN1C(=O)CSc1nc2ccccc2n1CC(=O)N1CCc2ccccc21 (centres undefined)	-0.8	0	19	-5	-0.13	-0.61	79	0.5	-6
O=c1c2[nH]c3ccc(F)cc3c2ncn1CCCN1CCOCC1	-0.2	-7	4	-1	0.16	-0.67	49	-0.1	-4
N#Cc1c(N)c(C#N)c(-c2ccc(O)cc2)c2c1CCCC2	4.7	9	15	1	0.64	-0.043	83	0.3	11
CCCCc1c(O)nc(SCC(=O)NCC2CCCO2)[nH]c1=O (centres undefined)	-0.7	11	10	0	-0.093	-0.7	109	0.4	4
Cn1c(=O)c2c(nc(N3CCCCC3)n2CCNC2=NCCC2)n(C)c1=O	1.8	-7	8	2	0.42	0.011	128	-0.1	-2
COc1ccc(S(=O)(=O)Nc2ccc(C(F)(F)F)cc2)cc1OC	-1.0	7	14	0	0	-0.67	·	-0.7	-5
O=C(c1cccc(-n2cnnn2)c1)N1CC=C(c2ccccc2)CC1	0.3	4	11	4	0.35	-0.29	85	-0.1	-1
Cc1ccc(C)c(-c2nc3cc(N)ccc3o2)c1	·	·	-7	18	0.26	0.54	68	-0.6	·
CCn1nc(CC(=O)Nc2nnc(CC(=O)N3CCCCC3)s2)c2ccccc2c1=O	·	·	19	-6	-0.49	-0.65	114	0.4	·
CC(=O)c1c(C)oc2ccc(NS(=O)(=O)c3ccc(O)c(C(=O)O)c3)cc12	0.7	-5	0	-14	-0.65	0.73	55	0.1	-6
CC1CCN(S(=O)(=O)c2ccc3ncn(CC(=O)N(C)Cc4ccccc4)c(=O)c3c2)CC1	-1.3	-33	-5	1	0.16	0.44	97	0.3	-4

(further entries)
SMILES	S1P3 ag	S1P1 ag pot	HEK293 NFkB inh	5HT1E antag	M1 antag	M1 ag	HER2 expr 66K	5HT1E ag	Jurkat tox 60K
COc1ccc(C)cc1S(=O)(=O)N1CCN(S(=O)(=O)c2cc(C)ccc2OC)C(C)C1 (centres undefined)	-0.6	·	8	22	-1.4	1.6	105	0.6	6
CCC(C)(C)n1nnnc1C(c1ccccn1)N1CCOCC1 (centres undefined)	-0.3	-9	24	-2	-0.27	-0.11	74	-0.7	4
Cc1[nH]n2c(=O)c3c(nc2c1-c1ccccc1)CCC3	-0.8	5	-1	-3	-0.46	-0.21	100	-0.8	4
N#Cc1ccccc1NC(=O)Nc1cccs1	0.0	0	13	3	-0.35	-0.79	88	0.2	-1
O=C(NCc1ccc2c(c1)OCO2)C1CCN(C(=O)Nc2ccc(Cl)cc2)CC1	-0.8	10	21	7	1.2	-0.12	69	-0.8	-1
CCN(CC)CCCN1C(=O)C(O)=C(C(=O)c2ccco2)C1c1cc(OC)ccc1OC (centres undefined)	-0.3	-6	12	-9	0.43	-0.35	108	-0.3	2
COc1cc(OC)c(C2C(C#N)=C(N)OC3=C2C(=O)CC(C)C3)cc1OC (centres undefined)	-0.8	-17	12	3	-0.018	-1	65	-0.4	0
CCOCCCNC(=O)Cn1ncc2c(=O)oc3ccccc3c21	-0.8	3	15	2	0.069	0.56	98	0.7	4
CCOC(=O)c1cn(CC)c2ccc(Br)cc2c1=O	0.2	-15	2	2	0.043	0.079	108	-0.8	-1
CCOCCn1c(CN2CCC(Cc3ccccc3)CC2)nc2c1c(=O)n(C)c(=O)n2C	-0.5	-9	7	10	-0.08	-0.073	125	0.3	3
N#CC1=C(N)Oc2c(oc(CO)cc2=O)C12C(=O)Nc1ccc(Cl)cc12 (centres undefined)	0.1	-4	-4	10	0.8	-0.6	86	-1.2	-2
CCOc1ccc(-c2nnn(CC(=O)NCc3ccco3)n2)cc1	0.0	-3	15	10	0.64	0.41	67	-0.7	10
Cc1noc(C)c1S(=O)(=O)N1CCC2(CC1)OCCO2	-0.3	-6	8	-4	-0.49	-0.19	93	-1.1	5
Nc1nc2ccccc2n1/N=C/c1ccc(Br)cc1	-0.3	-22	-11	0	-6.7*	-1	94	-0.6	2

Shown with values under each structure: part of the list above
The line under a structure holds: S1P3 ag, S1P1 ag pot, HEK293 NFkB inh, 5HT1E antag, M1 antag, M1 ag, HER2 expr 66K, 5HT1E ag, Jurkat tox 60K
- CCOc1ccc(-c2nnn(CC(=O)NCc3ccco3)n2)cc1
    0.0, -3, 15, 10, 0.64, 0.41, 67, -0.7, 10
- Cc1noc(C)c1S(=O)(=O)N1CCC2(CC1)OCCO2
    -0.3, -6, 8, -4, -0.49, -0.19, 93, -1.1, 5
- Nc1nc2ccccc2n1/N=C/c1ccc(Br)cc1
    -0.3, -22, -11, 0, -6.7*, -1, 94, -0.6, 2
